Compound activity as filed in PubChem.
HTR2A ag – mouse HTR2A agonism via beta-arrestin recruitment. P35363. CHO-K1 mHTR2A beta-arrestin complementation, luminescence; percent of 30 µM serotonin response. activation, % at 7.6 µM. hit rate 0.66% among 360,000. AID 624169;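 active means activation above a run cutoff, the mean activation of all tested compounds plus 3 SD, cut at about 14% in these data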;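 further: 0% = plate median of compound wells and 100% = 30 µM serotonin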
Target sequence (P35363 whole entry, looked up): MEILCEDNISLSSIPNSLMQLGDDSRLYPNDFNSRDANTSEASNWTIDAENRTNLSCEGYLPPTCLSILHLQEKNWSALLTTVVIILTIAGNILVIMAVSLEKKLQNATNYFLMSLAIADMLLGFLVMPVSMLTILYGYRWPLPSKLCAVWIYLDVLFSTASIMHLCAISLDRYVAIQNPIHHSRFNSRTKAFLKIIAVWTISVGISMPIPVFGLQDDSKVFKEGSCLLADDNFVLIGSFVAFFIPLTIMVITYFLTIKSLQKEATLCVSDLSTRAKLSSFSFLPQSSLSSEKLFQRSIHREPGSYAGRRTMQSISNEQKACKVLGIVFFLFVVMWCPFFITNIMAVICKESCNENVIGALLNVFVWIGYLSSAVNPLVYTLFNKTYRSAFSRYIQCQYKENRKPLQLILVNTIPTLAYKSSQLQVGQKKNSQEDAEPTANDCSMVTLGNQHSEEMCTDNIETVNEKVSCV
ABCB6 inh MLPCN – blocks the human ABCB6 transporter | hit rate 0.19% among 360,000 | fluorescence ratio to DMSO, % at 10 µM | K562-ABCB6 porphyrin accumulation, flow cytometry, 1 h; active compounds read low | Q9NP58 | AID 602162;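 active means fluorescence ratio to DMSO below 75%, the collection mean minus 3 SD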;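 further: signal is porphyrin accumulated inside mitochondria; 100% equals median channel fluorescence of DMSO control wells; lower ratio means ABCB6 inhibition with less porphyrin fluorescence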
TLR9-MyD88 inh – blocks human TLR9 binding to MyD88; Q9NR96+Q99836; inhibition, % at 4.98 µM; CHO BLA complementation TLR9-MyD88, CCF4 FRET ratio; hit rate 0.21% among 340,000;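 active means inhibition above the mean over all tested compounds plus 3 SD, cut at about 21% in these data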;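 further: 0% = DMSO only wells and 100% = clavulanate BLA inhibitor control wells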
SRC2 inh – inhibits human steroid receptor coactivator 2 | Q15596 | HEK293 GAL4-SRC2 luciferase reporter, luminescence | inhibition, % at 9 µM | hit rate 0.17% among 370,000;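 active means inhibition above the mean inhibition of all tested compounds plus 3 SD, set per campaign, cut at about 52% in these data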;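 further: 0% = DMSO treated cells and 100% = cells given Gossypol at 36 µM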
ABHD5 PLIN5 PPI – blocks binding of human ABHD5 to perilipin-5. Q00G26+Q8WTS1. Split G. princeps luciferase complementation, luminescence, 4 h. inhibition, % at 4 µM. hit rate 0.78% among 360,000. AID 602281;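 active means inhibition above the mean inhibition across every tested compound plus 3 SD, cut at about 22% in these data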;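 further: 0% = DMSO only wells and the 100% control is not disclosed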
H9c2 protect – modulators protecting cardiomyocytes from myocardial damage. H9c2 cardiomyocytes, H2O2 injury protection, ATPLite, 2 h. protection from H2O2 cell death, % at 20 µM. hit rate 0.63% among 360,000. AID 588492;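 active means compounds giving at least 50% protection of heart cells from peroxide-induced death in the single-dose screen, raw or plate-pattern-corrected value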;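 further: 0% = DMSO wells with peroxide and 100% = DMSO wells without peroxide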
MC4R barr agon – human MC4R agonism via beta-arrestin. P32245. U2OS MC4R beta-arrestin complementation, luminescence; percent of melanotan II response, DMSO zero. activation, % at 8.9 µM. hit rate 0.98% among 360,000;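 active means activation above a per-plate cutoff, the mean activation of sample wells on that plate plus 3 SD, cut at about 8% in these data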
Target sequence (P32245 whole entry, looked up): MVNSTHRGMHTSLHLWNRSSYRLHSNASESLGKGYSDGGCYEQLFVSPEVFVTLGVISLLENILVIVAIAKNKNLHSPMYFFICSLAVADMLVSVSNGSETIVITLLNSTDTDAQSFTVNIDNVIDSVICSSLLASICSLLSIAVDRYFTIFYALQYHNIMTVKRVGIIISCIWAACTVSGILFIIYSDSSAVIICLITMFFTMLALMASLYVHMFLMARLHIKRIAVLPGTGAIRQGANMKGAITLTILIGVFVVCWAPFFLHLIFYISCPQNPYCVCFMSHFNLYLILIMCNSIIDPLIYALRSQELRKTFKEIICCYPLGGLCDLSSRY
NOD2-RIPK2 inh – blocks binding of human NOD2 to RIPK2; O43353; CHO BLA complementation NOD2-RIPK2, CCF4 ratio; inhibition, % at 4.98 µM; hit rate 0.38% among 360,000; in the data active means inhibition above about 21%;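 further: 0% = vehicle only and 100% = reference blocker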
MC4R antag cAMP – antagonists of human melanocortin 4 receptor (MC4R); hit rate 0.48% among 360,000; P32245; MC4R-expressing cells, MTII-stimulated cAMP, LANCE TR-FRET; AID 540295; inhibition, % at 6.5 µM;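 active means inhibition above its plate's cutoff, the mean of tested wells on that plate plus 3 SD, cut at about 29% in these data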;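 further: 0% = Melanotan II alone and 100% = Melanotan II plus saturating MCL0020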
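Material – human MC4R-expressing U2OS cells · Repeats – no replicates · Detection – TR-FRET with Eu-cAMP and labeled anti-cAMP, 671 nm · Times – compound 30 min, challenge 1 h, detection 1 h · Compound – single nominal compound dose of 6.5 µM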
Glyco luc inh – blocks N-linked glycosylation in D54 reporter cells; D54 ERlucT glycosylation luciferase reporter, 24 h; percent of 100 nM tunicamycin response; reporter increase, % at 12.5 µM; hit rate 0.23% among 360,000; AID 588692;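 active means mean luciferase reporter signal, scaled so untreated is 0 and the glycosylation-blocking control 100, at or above a set limit in every replicate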;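 further: luciferase carries N-glycosylation sites so blocking glycosylation raises the light; 0% = median of neutral control wells and 100% = median of 100 nM tunicamycin wells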
Active calls of the source: *; nt = no result given.

SMILES	HTR2A ag	ABCB6 inh MLPCN	TLR9-MyD88 inh	SRC2 inh	ABHD5 PLIN5 PPI	H9c2 protect	MC4R barr agon	NOD2-RIPK2 inh	MC4R antag cAMP	Glyco luc inh
Cc1cccc(OC(C)C(=O)NC2CCS(=O)(=O)C2)c1C (configuration not stated)	3	102	-13	nt	-2	-1	-2.7	-9	14	1
Cn1cc(Br)c(-c2cccc(NC(=O)CC(C)(C)CC(=O)O)c2)n1	-3	96	-9	-1	-2	2	-2.5	-2	13	-2
CCN1C(=O)[C@H]2[C@@H](c3ccc(OC)cc3)N3C(=O)CN(Cc4ccccc4)C(=O)[C@@]3(Cc3ccccc3)[C@H]2C1=O	-4	100	-2	11	5	12	-0.4	7	5	-3
CCCCOC(=O)c1ccc(NC(=O)c2cc(Cl)c(Cl)cc2C(=O)O)cc1	-3	97	0	-56	-1	11	-2.1	-2	-2	-2
Fc1ccc(CSc2ccc(-c3ccco3)nn2)cc1	-1	88	-15	-26	4	-5	-0.4	-2	-1	0
CCn1c(=NC(=O)c2ccc(S(=O)(=O)N(C)C)cc2)sc2cccc(OC)c21	0	100	7	-16	3	-2	-2.5	-7	1	-1
CCc1nc2ccc(C(=O)NCCOc3ccc(OC)cc3)cn2c1N(CCN(C)C)CC1CC1	0	97	nt	-19	-4	6	-1.4	-15	-4	1
COc1ccc(C)cc1-n1cnc2sc(C)c(C)c2c1=O	-5	77	-2	-2	-10	2	-2.3	-3	14	-1
Cn1c2ccccc2c2nnc(SC3CCOC3=O)nc21 (configuration not stated)	10	96	5	-4	3	2	0.4	1	-2	1
CC(C)c1nc2oc3c(NCC4CCCO4)ncnc3c2c2c1CCC2 (configuration not stated)	2	93	-2	-10	2	29	2.6	3	11	9
O=C(NCCOc1ccccc1)c1cc(C(=O)NCCOc2ccccc2)cc([N+](=O)[O-])c1	0	99	4	-2	1	16	-1.9	-5	7	8
Cc1ccc(-c2nc(NCCN3CCOCC3)c3ccccc3n2)cc1	-7	91	0	-38	2	-5	0.9	-3	6	5
O=C(Nc1ccc(S(=O)(=O)Nc2cnc3ccccc3n2)cc1)c1ccc(F)cc1	-2	97	9	-7	4	-5	-0.2	11	8	-2
CC1CC1C(=O)N1CCN(S(=O)(=O)c2cccc(F)c2)CC1 (configuration not stated)	3	97	2	-19	-6	6	-2.3	-6	0	0
N#Cc1ccc(OCc2c(-c3ccccc3)nnn2CC(=O)O)cc1	-5	100	nt	-39	-6	7	0.2	-3	3	2
CN(Cc1ccccc1)C(=O)c1ccc(Nc2nc(CN)cs2)nc1	1	99	nt	-2	5	4	1.4	3	-3	1
COc1ccccc1N1CCN(C(=O)CSc2nnc(NC(=O)c3ccco3)s2)CC1	-4	96	10	-8	1	-5	-0.7	2	8	5
O=C(NNC(=O)c1ccccc1Cl)c1ccccc1Cl	-3	97	4	-19	5	3	-2.0	-4	10	1
COc1ccc(C(C)(O)c2nc(-c3ccccc3OC)cs2)cc1 (configuration not stated)	5	99	nt	4	-3	-10	-1.5	-2	-3	10
O=C(OCC#Cc1c(COC(=O)c2ccccc2)nnn1Cc1ccccc1)c1ccccc1	-10	94	-2	8	1	-3	1.7	-14	5	-2
CCOC(=O)N1CCN(S(=O)(=O)N2CCCC(C(=O)NCc3ccccc3OC)C2)CC1 (configuration not stated)	-5	99	3	-3	6	8	0.7	1	0	1
O=C(CNS(=O)(=O)/C=C/c1ccccc1)OCC(=O)N1CCC(Cc2ccccc2)CC1	4	96	-1	20	-3	-32	1.7	-10	25	0
C=CCN1C(=O)C2C(C(=O)NC3CCCC3)C3C=CC2(O3)C1C(=O)NC1CCCC1 (configuration not stated)	-3	97	6	-19	-1	-2	-2.1	-1	7	2
CCC(CC)NC(=O)Nc1cccc(C)c1C	0	97	1	10	0	2	-2.1	-5	2	-1
CC(C(=O)NC1CCCC1)n1c(-c2ccncc2)nc2ccccc21 (configuration not stated)	6	nt	nt	-29	-6	nt	nt	4	nt	nt
Cc1ccc(-c2nnn(CC(=O)Nc3cccc4cccnc34)n2)o1	-3	103	-8	-18	3	-3	0.8	4	3	0
OC(c1ccccc1)C(O)c1ccccc1 (configuration not stated)	-2	97	nt	-36	6	4	-0.1	-16	8	0
COC(=O)c1nnn(-c2cccc(Cl)c2)c1C(=O)OC	2	105	-14	-8	-4	0	-0.8	-6	7	-1
Cc1c(Cl)cccc1NC(=O)CC1SCCNC1=O (configuration not stated)	2	100	3	-16	0	-5	-0.5	12	0	2
Cn1nc(-c2ccc(Cl)cc2)cc1NC(=O)Nc1ccccc1	-3	92	1	-53	-4	-1	-0.6	1	4	2
COc1ccc(C(CNC(=O)c2oc3ccc(F)cc3c2C)N2CCCCC2)cc1 (configuration not stated)	-16	97	6	-7	-5	2	-3.4	0	7	-8
O=P(c1ccccc1)(c1ccccc1)C(O)c1ccncc1 (configuration not stated)	4	97	7	-1	7	1	-2.8	-2	5	2
Cc1ccc(/C=N/NC(=O)c2cccc(S(=O)(=O)Nc3ccccc3Cl)c2)s1	1	97	-12	-4	-3	-5	-2.8	-1	-3	0
O=[N+]([O-])c1cccc(-c2cnc3ccccc3n2)c1	-1	100	0	-29	1	-4	-1.4	-3	17	2
O=C(c1cccs1)n1nc(-c2ccccc2)nc1NCc1ccc(F)cc1	-4	110	6	-9	2	-7	-1.2	-1	2	0
CC(=O)N1CCOc2ccc(S(=O)(=O)N3CCC(C(=O)Nc4cc(C)cc(C)c4)CC3)cc21	6	94	2	9	-5	5	-2.1	3	-2	-2
COc1ccc2[nH]cc(CCNC(=O)/C=C/[C@H]3O[C@@H](n4cc(C)c(=O)[nH]c4=O)C[C@@H]3O)c2c1	0	99	nt	3	-3	-1	nt	-16	nt	1
Cc1noc(C)c1NC(=O)Nc1cccc2c1O[C@H](CN(C)S(=O)(=O)c1ccc(F)cc1)[C@@H](C)CN([C@H](C)CO)C2=O	1	95	9	-5	-9	0	-0.1	-6	-4	0
CN1CCN(c2ccc(NC(=O)COc3ccccc3)cc2Cl)CC1	-6	98	-12	-68	-2	-4	0.6	-5	-2	-4
COc1ccc(N=Cc2ccc[nH]2)cc1	0	110	-9	10	10	-4	0.7	14	-7	0
Cc1ccc(NS(=O)(=O)c2ccccc2[N+](=O)[O-])cc1S(=O)(=O)N1CCCCC1	1	99	-5	-14	-7	4	-0.2	-9	9	1
Cc1ccc(S(=O)(=O)N2CCCC2)cc1C(=O)NCCN1CCOCC1	2	101	-7	-2	-4	-6	0.8	-5	2	nt
COC(=O)c1ccccc1NC(=O)CSc1nnc(C(C)NC(=O)c2ccc(Cl)cc2Cl)n1C (configuration not stated)	4	91	-8	1	-7	-4	0.5	7	0	1
Cc1ccc(S(=O)(=O)NC(=O)NC(C)Cc2ccccc2)cc1 (configuration not stated)	0	101	-4	-20	7	4	-2.0	-7	6	-1
N=c1ccn(Cc2ccc(F)cc2)cc1	2	96	nt	12	0	1	-3.8	-11	1	0
COc1ccc(-c2csc(Cc3nnc(N4CCOCC4)n3-c3ccccc3)n2)cc1OC	1	98	0	nt	6	8	-1.7	-6	0	1
O=C(NC1CCCCC1)C(c1ccccc1)N1CCOCC1 (configuration not stated)	2	108	2	-15	-2	5	0.8	-5	-3	-1
O=[N+]([O-])c1ccc2c(c1)C=C1CCCCC1(N1CCCC1)O2 (configuration not stated)	1	103	7	3	-7	-6	0.8	-1	8	0
CCCSc1oc(-c2ccco2)nc1S(=O)(=O)c1ccccc1	-1	101	4	0	2	-4	1.2	1	6	-3
COc1ccc(/C=N/NC(=O)c2ccc(Cn3cc([N+](=O)[O-])cn3)o2)c(OC)c1C	-1	96	-5	-6	3	12	-0.5	1	6	2
CN(C)CCN(C)c1cc2c(c3c1ccn3C)C1CCC2O1 (configuration not stated)	0	101	nt	7	0	14	nt	-10	nt	2
CC1=C(C(=O)Nc2cc(C(=O)NCCC(C)C)ccc2C)SCCO1	2	93	6	15	-2	-5	1.4	-6	-6	-1
CC(=O)c1c(C)[nH]c(C(=O)Nc2cccc3ccccc23)c1C	6	100	-1	-1	6	5	-2.5	4	3	3
COC(=O)c1cc(S(=O)(=O)NCCN2CCN(c3ccccc3F)CC2)c[nH]1	-8	96	-6	-14	3	-2	3.6	8	4	-1
CC1=C(C(=O)N2CCOCC2)C(c2c(C)cc(C)cc2C)NC(=S)N1 (configuration not stated)	0	102	4	-20	-13	-1	-0.6	1	14	1
CN(C(=O)c1ccco1)c1nnc(-c2ccc(F)cc2)s1	-4	99	3	-37	3	-14	-1.1	-9	5	2
CCN1CCN(c2ccc(NC(=O)c3ccccc3F)cc2Cl)CC1	-3	100	8	-55	-8	-1	-1.7	13	-1	-5
COc1ccc(-c2nnc(SCc3cc(C)ccc3C)n2N)cc1	-2	100	-4	-17	-2	0	-1.8	-2	3	10
CN=C1SC(CC(=O)Nc2sc(C)c(C)c2C(=O)OC)C(=O)N1C (configuration not stated)	4	89	8	-10	1	4	1.6	11	-2	4
COCCNC(=S)Nc1ccc(S(=O)(=O)Nc2ncccn2)cc1	5	96	3	-15	13	0	2.9	0	-1	3

(more compounds)
SMILES	HTR2A ag	ABCB6 inh MLPCN	TLR9-MyD88 inh	SRC2 inh	ABHD5 PLIN5 PPI	H9c2 protect	MC4R barr agon	NOD2-RIPK2 inh	MC4R antag cAMP	Glyco luc inh
CC1=C(C(=O)N2CCOCC2)C(c2cc(C)cs2)NC(=O)N1 (configuration not stated)	-5	95	-6	6	4	3	-2.1	-1	13	1
Cc1ccc(C(=O)COc2cc(O)c3c(=O)cc(-c4ccccc4)oc3c2)cc1	6	97	-7	-8	-1	4	1.6	-6	-6	2
CSc1nc2ccccc2n1CC(=O)Nc1c(C)cccc1C	3	101	-1	13	6	-2	-0.2	-19	9	13
CC(=O)NC12CC3CC(C1)CC(C(=O)Nc1c(C)n(C)n(-c4ccccc4)c1=O)(C3)C2	2	91	-18	20	-1	8	-3.5	-5	-1	0
O=C(N/N=C\c1cccc(Cl)c1)c1ccc(Cn2cccn2)o1	-1	96	-9	-34	-1	-3	0.8	-11	2	0
Cc1cc(C)c(CN2CCC(n3nccc3NC(=O)C3CCOC3)CC2)cc1C (configuration not stated)	-1	84	-3	14	-2	-2	-2.1	-3	1	1
O=C(CCOc1ccccc1)NCc1ccccc1	-5	98	7	-23	2	9	-1.7	2	2	1
CC(C)c1nc(C#N)c(NN)o1	-7	96	-7	-69	-3	1	3.4	-1	16	0

Only part of the results is shown; the hit share may differ from the screen's.
